Screens from PubChem BioAssay.
S1P3 ag = activates the human S1P3 receptor. 60,000 compounds, 0.1% hits. Q99500. AID 373. S1P3 NFAT-BLA reporter cells, agonism, FRET ratio; relative to 1 µM S1P, basal subtracted. activation, % at 4.5 µM;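 active = activation above the screen-wide mean plus 3 SD, cut at about 4.5% in these data, passing the limit was not always enough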; note: some compounds called inactive have numbers as strong as hits
Target sequence (Q99500 whole entry, looked up): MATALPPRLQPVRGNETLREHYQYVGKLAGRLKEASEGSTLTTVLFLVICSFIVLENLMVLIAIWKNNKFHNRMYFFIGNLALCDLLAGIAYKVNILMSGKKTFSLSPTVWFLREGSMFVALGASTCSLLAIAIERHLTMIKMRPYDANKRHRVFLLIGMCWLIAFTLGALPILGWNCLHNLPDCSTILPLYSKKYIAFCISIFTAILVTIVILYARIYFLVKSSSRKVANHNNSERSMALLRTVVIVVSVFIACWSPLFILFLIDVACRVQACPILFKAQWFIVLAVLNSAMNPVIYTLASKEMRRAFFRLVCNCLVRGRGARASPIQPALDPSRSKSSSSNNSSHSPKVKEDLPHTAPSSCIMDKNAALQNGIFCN
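Measure – % activation relative to 1 µM S1P (100%), per plate · System – stable CHO line with human S1P3, Gα16, NFAT-BLA reporter · Timing – cells plated overnight, compound 4 h 37 °C, substrate 2 h RT · Technique – fluorescent BLA substrate, ex 405 nm, em 460/535 nm ratio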
5HT1E antag = 5-HT1E (human) receptor antagonism; P28566; CHO 5-HT1E Ga15 NFAT-bla reporter, FRET, antagonist; inhibition, % at 6 µM; 65,000 compounds, 0.99% hits; AID 571;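 active = inhibition above a set limit, the mean inhibition across every tested compound plus 3 SD, cut at about 29% in these data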;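 note: signal is the 460 over 535 nm emission ratio of beta-lactamase substrate; 0% = agonist plus DMSO wells and 100% = wells without agonist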
S1P1 ag pot = agonists and agonism potentiators of human S1P1 receptor | P21453 | S1P1 CRE-bla cells, forskolin, beta-lactamase FRET, potentiator mode; S1P1 agonist co-added at EC20, 2 nM; 100% = saturating reference agonist, 0% = basal | activation, % at 9.5 µM | 56,000 compounds, 0.57% hits | AID 449;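 active = activation above a cutoff set at the mean activation of all tested compounds plus 3 SD, cut at about 54% in these data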;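 note: forskolin at 4 µM as EC80 and the EC20 agonist is SEW2871; 100% = SEW2871 at its EC100 plus forskolin at EC80; some compounds past the cut are filed as inactive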
A340 absorber = compound absorbs light at 340 nm; fold change at 10 µM; 65,000 tested, under 10 active; compound absorbance at 340 nm, fold over control;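 active = at 10 µM dose, initial 340 nm absorbance at least 2 fold that of control wells; inactive = change under 2 fold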;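 note: initial absorbance extrapolated from kinetic A340 decline of NADH oxidation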
MMP13 inh = blocks human MMP13 activity; P45452; MMP-13 fTHP FRET cleavage, Mca fluorescence; inhibition, % at 4 µM; 65,000 compounds, 0.07% hits; AID 570;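 active = inhibition above the mean of compound-free control plate wells plus 3 SD, cut at about 14% in these data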;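 note: 0% = DMSO wells and 100% = wells with reference MMP-13 inhibitor after basal subtraction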
HER2 expr 66K = Her2 kinase expression inhibition; P04626; SKBR-3 HER2 protein level, AlphaScreen, 18-24 h; stronger effect = lower value; HER2 level % of control, % at 10 µM; 65,000 compounds, 0.69% hits; AID 645;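 active = HER2 level under 5% of the carrier-only control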;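 note: 100% = DMSO carrier and 0% = 500 nM PU-H71 HSP90 inhibitor; lower value means stronger loss of Her2 protein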
HTR1E agonist = agonists of human 5-HT1E serotonin receptor; 65,000 compounds, 0.69% hits; P28566; CHO 5-HT1E Ga15 NFAT-bla reporter, FRET; 0% DMSO wells, 100% control agonist wells; activation, % at 6 µM;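 active = activation above a set limit, the screen-wide mean activation plus 3 SD, cut at about 8.5% in these data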;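 note: 100% = positive control agonist at 1 µM giving full maximal response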
Autofluor 339 = intrinsic fluorescence of library compounds, ex339/em460 – biochemical, MLSMR library, data from DPM-DC assay, artefact control, profiling panel; compound autofluorescence, ex339/em460 nm, NADH buffer; stronger effect = higher value; 1 = no-compound wells, NADH background; fluorescence fold increase at 10 µM; 65,000 compounds, 5.5% hits; AID 709;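 active = at 10 µM, mean starting fluorescence two-fold or more over control wells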;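 note: signal is the first read of a kinetic run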
5-HT1A blocker = antagonists of human 5-HT1a serotonin receptor; P08908; CHO 5-HT1a Ga15 NFAT-bla reporter, antagonist mode; inhibition, % at 10 µM; 62,000 compounds, 0.68% hits;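 active = inhibition above the mean of all tested compounds plus 3 SD, cut at about 43% in these data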;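 note: receptor stimulated by 5-CT agonist at 100 nM near EC80; beta-lactamase reporter measured by ratiometric fluorescence of a cleavable substrate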
Target sequence (P08908 whole entry, looked up): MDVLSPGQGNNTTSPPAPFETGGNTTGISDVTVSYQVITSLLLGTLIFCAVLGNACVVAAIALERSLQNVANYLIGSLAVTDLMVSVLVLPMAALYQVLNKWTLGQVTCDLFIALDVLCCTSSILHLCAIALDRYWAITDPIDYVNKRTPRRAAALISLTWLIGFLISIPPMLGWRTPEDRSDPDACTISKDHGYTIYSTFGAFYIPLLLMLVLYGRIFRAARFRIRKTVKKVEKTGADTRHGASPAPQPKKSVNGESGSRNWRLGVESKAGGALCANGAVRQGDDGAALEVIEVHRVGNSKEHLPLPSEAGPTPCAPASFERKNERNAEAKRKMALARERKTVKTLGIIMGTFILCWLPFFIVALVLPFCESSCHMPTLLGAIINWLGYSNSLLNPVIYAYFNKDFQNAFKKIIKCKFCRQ
* marks the source's active call; other numbers are inactive results; [ ] = remark or other dose. Random draw from the library; 8.5% or so of the library scored in one or more.

`Cc1cc(Cl)c(S(=O)(=O)NC2CCCCC2)cc1OCC(=O)Nc1nncs1` gave S1P3 ag -1.3, 5HT1E antag -0.2, S1P1 ag pot 37.7, A340 absorber 0.99, MMP13 inh -2.8, HER2 expr 66K 33.9, HTR1E agonist 0.4, Autofluor 339 1 and 5-HT1A blocker -5.4.
For CCOC(=O)N1CCN(Cc2nc3c(c(=O)n(C)c(=O)n3C)n2Cc2cc(C)ccc2C)CC1 the results were S1P3 ag -1.0, 5HT1E antag -0.3, S1P1 ag pot -12.4, A340 absorber 1.04, MMP13 inh -3.8, HER2 expr 66K 67.5, HTR1E agonist 0.8, Autofluor 339 1.12 and 5-HT1A blocker -9.0.
For c1ccc(-n2nnnc2-n2cnc3ccccc32)cc1 the results were S1P3 ag -0.2, 5HT1E antag 3.2, S1P1 ag pot 1.0, A340 absorber 1.02, MMP13 inh -1.2, HER2 expr 66K 98.0, HTR1E agonist -0.6, Autofluor 339 1.1 and 5-HT1A blocker 2.4.
For CC1Oc2ccccc2N(CC(=O)Nc2ccc3c(c2)OCCO3)C1=O (configuration not stated) the results were S1P3 ag 0.1, 5HT1E antag 8.1, S1P1 ag pot 13.2, A340 absorber 0.98, MMP13 inh 0.9, HER2 expr 66K 102.8, HTR1E agonist 0.4, Autofluor 339 1.1 and 5-HT1A blocker -13.2.
CC(C)(C)c1cc(C(=O)NCc2ccccc2)ccn1 was read as S1P3 ag -1.1, 5HT1E antag 10.7, MMP13 inh 2.6, HTR1E agonist -1.1 and 5-HT1A blocker 8.6.
Cn1c(=O)c2c(nc(N3CCCCCC3)n2CC(=O)c2ccc(Br)cc2)n(C)c1=O was read as S1P3 ag 0.4, 5HT1E antag -3.7, S1P1 ag pot -10.3, A340 absorber 1, MMP13 inh -0.6, HER2 expr 66K 86.0, HTR1E agonist -1.7, Autofluor 339 1.06 and 5-HT1A blocker -5.8.
COc1ccc(C2CC(c3ccccc3)n3nc(NC(=O)c4cccs4)nc3N2)cc1 (configuration not stated) was read as S1P3 ag -1.2, 5HT1E antag 3.5, S1P1 ag pot 20.8, A340 absorber 1, MMP13 inh -27.7, HER2 expr 66K 85.5, HTR1E agonist 0.1, Autofluor 339 1.37 and 5-HT1A blocker 7.4.
C=C(C)CSCc1nc2ccccc2[nH]1 was read as S1P3 ag 0.3, 5HT1E antag 0.6, S1P1 ag pot -12.2, A340 absorber 1.02, MMP13 inh 0.9, HER2 expr 66K 91.3, HTR1E agonist 0.2, Autofluor 339 1.08 and 5-HT1A blocker 2.9.
Screening CCOC(=O)N1CCN(C(=O)CCc2c(C)nc3c(c(C)nn3-c3ccc(C)c(C)c3)c2C)CC1 returned S1P3 ag -0.8, 5HT1E antag -10.8, S1P1 ag pot -4.3, A340 absorber 0.98, MMP13 inh -5.2, HER2 expr 66K 63.7, HTR1E agonist -0.1, Autofluor 339 2.63* and 5-HT1A blocker -3.7.
`CCSc1nc2ccccc2n1CCC(=O)O` gave S1P3 ag 0.2, 5HT1E antag -8.1, S1P1 ag pot -23.5, A340 absorber 0.99, MMP13 inh -3.6, HER2 expr 66K 215.8, HTR1E agonist -0.5, Autofluor 339 1.04 and 5-HT1A blocker -5.2.
Screening Cc1nnc2ccc(N3CCN(c4cccc(C(F)(F)F)c4)CC3)nn12 returned S1P3 ag -0.2, 5HT1E antag -9.8, S1P1 ag pot 5.2, A340 absorber 1, MMP13 inh -0.3, HER2 expr 66K 72.1, HTR1E agonist 0.1, Autofluor 339 1.04 and 5-HT1A blocker -1.7.
Screening Cc1ccc2[nH]c(=O)c3cc(C(=O)N4CCN(C(=O)c5ccco5)CC4)sc3c2c1 returned S1P3 ag -0.7, 5HT1E antag -2.1, S1P1 ag pot -34.4, A340 absorber 1.1, MMP13 inh -50.0, HER2 expr 66K 92.6, HTR1E agonist 0.6, Autofluor 339 2.03* and 5-HT1A blocker -6.7.
For CCOC(=O)c1ccc(NC(=O)CSc2nccn2C)cc1 the results were S1P3 ag -1.1, 5HT1E antag 9.9, S1P1 ag pot -1.7, A340 absorber 1, MMP13 inh 3.8, HER2 expr 66K 122.0, HTR1E agonist 0.2, Autofluor 339 1.11 and 5-HT1A blocker 0.3.
For CCOC(=O)c1sc2nc(N3CCOCC3)c3c(c2c1N)CCCC3 the results were S1P3 ag -0.1, 5HT1E antag -4.1, S1P1 ag pot -12.8, A340 absorber 1.06, MMP13 inh -126.4[fluorescence artefact?], HER2 expr 66K 87.6, HTR1E agonist 1.3, Autofluor 339 3.7* and 5-HT1A blocker -11.8.
For CCc1nnc(NC(=O)C2CCCN(c3nc4ccccc4s3)C2)s1 (configuration not stated) the results were S1P3 ag 0.2, 5HT1E antag 4.4, S1P1 ag pot -9.6, A340 absorber 1, MMP13 inh 1.7, HER2 expr 66K 88.6, HTR1E agonist -0.2, Autofluor 339 1.1 and 5-HT1A blocker -14.1.
Screening CCOC(=O)C(C(C)=O)c1nc(C)nc2c1nnn2Cc1ccccc1Cl (configuration not stated) returned S1P3 ag -0.1, 5HT1E antag 13.9, S1P1 ag pot -6.2, A340 absorber 1.08, MMP13 inh -1.1, HER2 expr 66K 69.9, HTR1E agonist -0.5, Autofluor 339 1.03 and 5-HT1A blocker 17.7.
For CCC(=O)Nc1cc(NC(=O)CSc2ncc(-c3ccc(F)cc3)n2Cc2ccco2)ccc1C the results were S1P3 ag -1.0, 5HT1E antag -2.9, S1P1 ag pot 25.7, A340 absorber 0.99, MMP13 inh 2.9, HER2 expr 66K 89.2, HTR1E agonist -0.3, Autofluor 339 1.22 and 5-HT1A blocker 11.9.
For Cc1ccc2c(c1)nnn2C1CCN(CC(=O)N2c3ccccc3CC2C)CC1 (configuration not stated) the results were S1P3 ag -0.5, 5HT1E antag -6.3, S1P1 ag pot -26.0, A340 absorber 0.97, MMP13 inh -0.5, HER2 expr 66K 85.4, HTR1E agonist 0.5, Autofluor 339 1.16 and 5-HT1A blocker 7.2.
`O=C(Cn1c(=O)n(Cc2ccco2)c(=O)c2c3c(sc21)CCCC3)Nc1ccccc1` gave S1P3 ag -1.1, 5HT1E antag 2.1, S1P1 ag pot 6.9, A340 absorber 1, MMP13 inh 5.0, HER2 expr 66K 44.9, HTR1E agonist -0.2, Autofluor 339 1.1 and 5-HT1A blocker 9.7.
For O=C1C(O)CC2c3ccccc3CC3(CCCC3)N12 (configuration not stated) the results were S1P3 ag -0.9, 5HT1E antag -0.6, S1P1 ag pot -5.3, A340 absorber 1.01, MMP13 inh -1.6, HER2 expr 66K 102.9, HTR1E agonist -0.5, Autofluor 339 1.07 and 5-HT1A blocker -2.5.
O=C(c1ccco1)N1CCN(C(=O)c2cc3c(=O)oc4ccccc4c3s2)CC1 was read as S1P3 ag -0.1, 5HT1E antag 2.2, S1P1 ag pot 1.6, A340 absorber 1.11, MMP13 inh 1.9, HER2 expr 66K 107.2, HTR1E agonist 0.1, Autofluor 339 1 and 5-HT1A blocker -2.4.
Screening CCn1c(SCc2ccc(C(=O)OC)o2)nnc1-c1c[nH]c2ccccc12 returned S1P3 ag -1.4, 5HT1E antag -0.7, S1P1 ag pot 17.8, A340 absorber 1.05, MMP13 inh 6.7, HER2 expr 66K 70.8, HTR1E agonist 0.9, Autofluor 339 1.11 and 5-HT1A blocker 11.1.
Fc1ccccc1CSc1nnc(-c2ccccc2)o1 was read as S1P3 ag 0.8, 5HT1E antag 14.7, A340 absorber 1.01, MMP13 inh 2.2, HER2 expr 66K 85.7, HTR1E agonist -1.9, Autofluor 339 1.11 and 5-HT1A blocker 14.5.
`O=C(Nn1cnnc1)C(c1ccccc1)c1ccccc1` gave S1P3 ag -0.8, 5HT1E antag -9.2, S1P1 ag pot -3.5, A340 absorber 1.01, MMP13 inh 1.2, HER2 expr 66K 107.7, HTR1E agonist -0.4 and Autofluor 339 1.09.
For CC1=CC(C#N)(C#N)C(C#N)(C#N)C(c2ccccc2)N1 (configuration not stated) the results were S1P3 ag -1.6, 5HT1E antag 9.6, S1P1 ag pot 16.1, A340 absorber 1.02, MMP13 inh -10.1, HER2 expr 66K 79.7, HTR1E agonist -1.5, Autofluor 339 3.1* and 5-HT1A blocker 13.2.
CCOC(=O)c1c(CC(C)C)csc1NC(C)=O was read as S1P3 ag -0.9, 5HT1E antag -3.4, A340 absorber 1.04, MMP13 inh 1.6, HTR1E agonist 0.6, Autofluor 339 1.08 and 5-HT1A blocker -4.5.
Cc1ccc(C)c(N2CCN(C(c3ccncc3)c3nnnn3Cc3ccccc3)CC2)c1 (configuration not stated) was read as S1P3 ag -0.9, 5HT1E antag 1.8, S1P1 ag pot 7.1, A340 absorber 1.02, MMP13 inh -2.1, HER2 expr 66K 90.5, HTR1E agonist 36.5*, Autofluor 339 1.06 and 5-HT1A blocker -174.0.
CCn1c(=N)c(C(=O)NC)cc2c(=O)n3cccc(C)c3nc21 was read as S1P3 ag -0.6, 5HT1E antag -6.3, S1P1 ag pot -30.4, A340 absorber 1.03, MMP13 inh inactive[fluorescence artefact?], HER2 expr 66K 86.3, HTR1E agonist 0.8, Autofluor 339 3.86* and 5-HT1A blocker 0.7.
For Cc1ccc(F)cc1NC(=O)c1c(-c2ccccc2)noc1C the results were S1P3 ag -0.6, 5HT1E antag 14.2, S1P1 ag pot -21.9, A340 absorber 1.05, MMP13 inh 2.8, HER2 expr 66K 105.1, HTR1E agonist -2.7, Autofluor 339 1.04 and 5-HT1A blocker 19.1.
For CCCC(=O)NC(C)c1nc2ccccc2n1C (configuration not stated) the results were S1P3 ag -0.2, 5HT1E antag -7.0, S1P1 ag pot -4.7, A340 absorber 1.01, MMP13 inh 4.3, HER2 expr 66K 95.8, HTR1E agonist 0.4, Autofluor 339 1.03 and 5-HT1A blocker -7.3.
CCC1Oc2ccccc2N(CC(=O)NCCCN2CCC(C)CC2)C1=O (configuration not stated) was read as S1P3 ag 0.9, 5HT1E antag -2.4, S1P1 ag pot 4.5, A340 absorber 0.98, MMP13 inh 0.7, HER2 expr 66K 121.0, HTR1E agonist 0.8, Autofluor 339 0.86 and 5-HT1A blocker 2.3.
COc1ccc(OCC(=O)Nc2ccc(NC(=O)c3ccco3)cc2)cc1 was read as S1P3 ag -1.8, 5HT1E antag -6.1, S1P1 ag pot 8.6, A340 absorber 1.03, MMP13 inh 0.5, HER2 expr 66K 88.6, HTR1E agonist -0.5, Autofluor 339 1.1 and 5-HT1A blocker 2.4.
Screening Cc1ccccc1OCC(=O)Nc1ccccc1CO returned S1P3 ag -0.5, 5HT1E antag 2.8, S1P1 ag pot 5.8, A340 absorber 1.03, MMP13 inh -5.0, HER2 expr 66K 50.0, HTR1E agonist -0.2, Autofluor 339 1.06 and 5-HT1A blocker 9.2.
Screening CCCCOc1ccc(S(=O)(=O)Nc2cccnc2)cc1 returned S1P3 ag -1.2, 5HT1E antag 3.4, S1P1 ag pot 84.6*, A340 absorber 0.97, MMP13 inh 0.8, HER2 expr 66K 109.8, HTR1E agonist 0.0, Autofluor 339 1.09 and 5-HT1A blocker 2.0.
